Source: PubChem (Sanford-Burnham Center for Chemical Genomics)
mouse EphA4 binding – EphA4 ligand-binding antagonists – biochemical, colorimetric, mouse EphA4, primary screen (AID 689); EphA4-AP binding to KYL peptide, pNPP A405; higher % means a stronger effect; inhibition, % at 10 µM, or IC50 in µM where a hit was titrated; 62,000 tested, 0.1% active; in the data active means a potency from the dose series; inactive means the rest, 99 in 100 with inhibition below about 22%
An asterisk follows results filed as active.

compound	mouse EphA4 binding
CCN(CC(=O)Nc1cc(C)nn1-c1nc(C)cc(C)n1)Cc1ccccc1	0%
CCOC(=O)c1oc2ccc(Br)cc2c1CSc1nnc(C)s1	-10%
C=CCn1c(SCC(=O)OCC)nc2cc(C(=O)NCc3ccco3)ccc2c1=O	-8%
CCCC(=O)N1CCN(S(=O)(=O)c2cc(Cl)ccc2OC)CC1	-33%
CCN(CC)c1nc(-c2cccc(OC)c2O)nc2ccccc12	-9%
O=C(O)CSc1nnc(-c2ccc3c(c2)OCO3)n1-c1ccccc1	-5%
CC(=O)c1ccc(-n2nnnc2SCC(=O)N2CCN(C(=O)c3ccco3)CC2)cc1	-2%
CN(C)c1ccc(NS(=O)(=O)c2ccc(N3C(=O)CCC3=O)cc2)cc1	3%
CC(C)Cn1cc(C(=O)N2CCOCC2)c2c3ccccc3n(C)c2c1=O	15%
Nc1nnc(CCc2ccccc2)s1	3%
Cc1cc(C)c2c(CN3CCN(Cc4ccc5c(c4)OCO5)CC3)cc(=O)oc2c1C	-1%
CSc1nc(C)cc(OCNC(=O)c2cccs2)n1	-7%
Cc1cccc(NC(=O)C2CC(=O)N(c3ccccc3)C2)c1C (stereo not drawn)	-3%
OC1(c2ccccc2F)CCN(Cc2nnnn2CCc2ccccc2)CC1	-8%
Cc1cc(C)n(-c2nc(Nc3ccccc3C)nc(-n3nc(C)cc3C)n2)n1	-12%
Cc1cc(C)nc(/N=C(/NC(=O)Nc2cccc(Cl)c2)Nc2ccccc2)n1	17%

Grouped by structure, the compounds so far with two or more sulfur atoms.
compound	mouse EphA4 binding
CCOC(=O)c1oc2ccc(Br)cc2c1CSc1nnc(C)s1	-10%
CSc1nc(C)cc(OCNC(=O)c2cccs2)n1	-7%

Exported with each value named: part of the list above.
CSc1nc(C)cc(OCNC(=O)c2cccs2)n1
  mouse EphA4 binding = -7%
Cc1cccc(NC(=O)C2CC(=O)N(c3ccccc3)C2)c1C (stereo not drawn)
  mouse EphA4 binding = -3%

New compounds follow.
compound	mouse EphA4 binding
Cc1c(Br)c([N+](=O)[O-])nn1CC(=O)N1CCc2ccccc2C1	-14%
O=C(CCCc1c[nH]c2ccccc12)N1CCN(S(=O)(=O)c2cccs2)CC1	-7%
Cn1c(=O)c2cc(NCc3ccccc3)nnc2n(C)c1=O	21%
COc1ccccc1N1COc2ccc3ccccc3c2C1	11%
Cc1cc(OCC(=O)Nc2ccc(O)c(-c3nc4ccccc4s3)c2)ccc1Cl	-5%
COc1ccc(C2=C(C#N)C(=O)OC2)cc1	-6%
Cc1ccc(N(C(=O)CCC(=O)Nc2cc(C)on2)C(C(=O)NC2CCCC2)c2ccncc2)cc1 (stereo not drawn)	-5%
COc1cc(/C=N/NC(=O)c2cc(-c3cccn3C)n[nH]2)cc(OC)c1OC	-7%
COc1ccc(Cc2nc(-c3ccc(Br)o3)no2)cc1OC	6%
COc1cc(C(=O)NCc2ccco2)c(Br)c(OC)c1OC	-8%
CCC1Sc2ccccc2N(CC(=O)NCCC(C)C)C1=O (stereo not drawn)	-17%
N#Cc1cc2c(nc1SCc1cccnc1)CCCC2	-2%
O=C(/C=C/c1ccccc1)c1ccccn1	-4%
NC(=O)CSc1nnc(Cc2csc(Nc3ccccc3)n2)n1Cc1ccccc1	14%
CCCCN(CCCC)S(=O)(=O)c1ccc(Cl)cc1	-9%
Cc1ccc(-c2csc(N3N=C(c4ccccc4)/C(=C\c4ccc(N(C)C)cc4)C3=O)n2)cc1	29%

Retrieved by structure from above:
compound	mouse EphA4 binding
COc1ccc(Cc2nc(-c3ccc(Br)o3)no2)cc1OC	6%
NC(=O)CSc1nnc(Cc2csc(Nc3ccccc3)n2)n1Cc1ccccc1	14%
CCC1Sc2ccccc2N(CC(=O)NCCC(C)C)C1=O (stereo not drawn)	-17%

Carrying on:
compound	mouse EphA4 binding
C=CCN1C(=O)/C(=C2/Sc3ccccc3N2CCCS(=O)(=O)O)SC1=S	4%
CC(C)OP(C)(=O)CN1CCCC1=O (stereo not drawn)	0%
Cc1[nH]n(-c2ccccc2)c(=O)c1S(=O)(=O)c1ccccc1	-2%
O=C(NCc1ccccn1)c1cc(S(=O)(=O)N2CCN(c3ccccc3)CC2)ccc1Cl	-3%
COC(=O)c1cc(NC(=O)CN2CCOCC2)cc(C(=O)OC)c1	-2%
COCCN(C(=O)C(C)C)c1nnc(-c2cccc(C)c2)s1	10%
Cc1ccccc1-c1nc(CS(=O)CC(=O)NCCCN(C)c2ccccc2)c(C)o1 (stereo not drawn)	4%
O=C(NC(=S)Nc1ccccc1Cl)c1csnn1	5%
CSc1ccccc1NC(=O)c1onc(C)c1Cl	-27%
CCOC(=O)c1sc(NC(=O)c2ccc(S(=O)(=O)N3CCOCC3)cc2)c(C(=O)OCC)c1C	-3%
COc1ccccc1C(c1nnnn1C(C)(C)C)N1CCN(C(=O)c2ccco2)CC1 (stereo not drawn)	15%
O=C(CN1CCN(c2ccccc2)CC1)N1CCN(c2ccccc2)CC1	-6%
O=C(c1ccc(Cl)cc1)N1CCC(O)(CSc2ccc(Cl)cc2)CC1	-8%
O=C1CN=C(Nc2ccc(Cl)cc2)N1c1ccccc1	-6%
O=C(c1ccc(S(=O)(=O)N2CCCCC2)cc1)c1nnc(-c2ccc(Cl)cc2)o1	-9%
Cc1c(C(=O)N2CCN(c3ccccc3F)CC2)sc2nc(-c3ccccc3)cn12	-5%
CCCCOC(=O)c1ccc(NS(=O)(=O)c2ccc3ccccc3c2)cc1	-7%
Cc1ccc(NC(=S)NC2CCCC2)cc1	-11%
CC1CCN(c2ncnc3c2cnn3Cc2ccc(Cl)cc2)CC1	-3%
CNc1nc(C)cc(C)c1S(=O)(=O)c1ccc(C)cc1	-8%
Cc1ccc(N2CC(C(=O)NCC3CCCO3)CC2=O)cc1Cl (stereo not drawn)	-10%
COc1ccc(-c2nc3ccccc3c(=O)n2N)cc1	-10%
Nc1ccc(Cl)c(-c2nc3cc(Cl)ccc3o2)c1	6%
COCCCn1c(SCC(=O)Nc2nnc(C)s2)nnc1-c1ccoc1C	2%
COc1ccc(C(=O)Oc2cc(/C=N/NS(=O)(=O)c3ccc(C)cc3)ccc2OC)cc1	-12%
O=c1c2ccccc2ncn1CCCSc1ccccc1	-10%
CCCC(=O)Nc1nnc(-c2ccc(Cl)s2)o1	2%
COc1ccc(CC(=O)O/N=C(\N)c2ccccn2)cc1OC	10%
Cc1ccc(NC(=O)C2(c3ccccc3)CC2(Cl)Cl)cc1C (stereo not drawn)	4%
Cc1ccc(C(C)C)c(OCCNC(=O)c2cncc(Br)c2)c1	-17%
O=C1OC(c2ccc(Cl)cc2)/C(=C(/O)c2ccccc2)C1=O (stereo not drawn)	1%
Cc1cc(Nc2ccccc2Cl)n2nnnc2n1	-16%

A different layout for part of the listing above:
COc1ccc(C(=O)Oc2cc(/C=N/NS(=O)(=O)c3ccc(C)cc3)ccc2OC)cc1
  mouse EphA4 binding: -12%

O=c1c2ccccc2ncn1CCCSc1ccccc1
  mouse EphA4 binding: -10%

Later entries
compound	mouse EphA4 binding
COc1ccc2nc(NC(=O)c3ccc4ncsc4c3)sc2c1	-5%
CC(C)(C)c1ccc(OCC(=O)Nc2cccc(C(=O)Nc3nccs3)c2)cc1	0%
CCCCOC1(c2ccccc2)NC(=S)NN=C1c1ccccc1 (stereo not drawn)	-13%
CC(C)(C)NC(=O)CN(C(=O)CS(=O)CC(=O)Nc1ccc(F)cc1)c1ccccc1 (stereo not drawn)	-14%
CCC(C)COC(=O)C(C#N)c1nc2ccccc2nc1N1CCCCC1 (stereo not drawn)	18µM*
CCOc1ccccc1C(=O)n1nc2nc(C)cc(C)c2c1N	3%
Cc1cccc(Oc2sc(C(=O)c3ccccc3)c(N)c2C#N)c1C	2%
CC(C)[C@H](N)c1nnc(SC/C=C/c2ccccc2)o1	-15%
CCOC(=O)c1sc(NCCNc2nc(C)c(C(=O)OCC)s2)nc1C	-1%
COc1ccc(N2CC(C(=O)NCc3cccnc3)CC2=O)cc1 (stereo not drawn)	17%
CCOC(=O)c1ccccc1NC(=O)c1cccc([N+](=O)[O-])c1	-12%
CC(=O)c1n[nH]nc1NC(=O)c1ccccc1	-4%
CCCN1CCN(C(=O)c2cc3c(s2)-c2ccccc2S(=O)(=O)C3)CC1	-13%
O=C(NC1CCCCCCC1)c1ccc2c(c1)N(Cc1ccc(F)cc1)C(=O)CS2=O (stereo not drawn)	-14%
O=C(O)CCN1C(=O)/C(=C/c2cn(-c3ccccc3)nc2-c2cccc([N+](=O)[O-])c2)SC1=S	-4%
Cc1ccc(OCc2nnc(NC(=O)c3ccccc3)s2)cc1C	-8%

The results go on.
| compound | mouse EphA4 binding |
| --- | --- |
| CC1=C(C(=O)Nc2cc(Cl)ccc2C)C(c2cccc(Br)c2)NC(=S)N1 (stereo not drawn) | 1% |
| CC1CCN(C(=O)CSc2nc(N)cc(N)n2)CC1 | -4% |
| Cc1ccc(OCCOCCNC(C)C)c(Br)c1 | -7% |
| O=C1CC(c2ccco2)Sc2nc3ccccc3n21 (stereo not drawn) | -4% |
| CCNc1nc(-c2ccc(Cl)cc2)cs1 | 4% |
| CCC1CCCCN1CCCNC(=O)Cn1nc(-c2ccccc2)ccc1=O (stereo not drawn) | -2% |
| Cc1nnc(SCC(=O)Nc2ncc(Cl)cc2Cl)n1Cc1ccccc1 | 0% |
| CCOc1ccc(-n2c(SCc3ccc(C#N)cc3)nnc2-c2cccnc2)cc1 | -9% |
| CCCCn1cnc2c(cnn2-c2ccc(F)cc2)c1=O | -2% |
| CCOC(=O)N1CCC(NC(=O)C(Cc2ccccc2)NC(=O)C2CCCCC2)CC1 (stereo not drawn) | -4% |
| CCc1cccc(C)c1NC(=O)c1cccc(N(C)C)c1 | 13% |
| O=C(O)c1cnc(-c2ccccc2)nc1Sc1ccccc1Cl | -12% |
| Cc1cc2oc3c(c(=O)c2cc1C)C(c1cccc(Br)c1)N(Cc1ccco1)C3=O (stereo not drawn) | -21% |
| COCCCNC(=O)Cn1nc(-c2ccccc2OC)ccc1=O | -21% |
| COc1ccc2c(c1)[nH]c1c(N3CCN(Cc4ccc5c(c4)OCO5)CC3)ncnc12 | 0% |
| O=C(O)C1C2C=CC(C2)C1C(=O)N1CCN(C/C=C/c2ccccc2)CC1 (stereo not drawn) | 3% |
| Cc1ccc(CSC2=Nc3ccccc3C3=NC(CCC(=O)NCc4ccco4)C(=O)N23)cc1 (stereo not drawn) | -5% |
| O=C1C=CC(=O)N1c1ccc([N+](=O)[O-])cc1Br | -1% |
| Cc1ccc(C(C)C)c(OCc2nnc(NC(=O)Nc3ccccc3)s2)c1 | 1% |
| c1ccc(C(c2ccccc2)N2CCN(Cc3nnnn3C3CCCC3)CC2)cc1 | 3% |
| O=C(CCC(=O)OCC(=O)c1ccc(Cl)cc1Cl)Nc1cccc2cccnc12 | 3% |
| O=C(COc1ccccc1)Nc1ccccc1C(=O)NCc1ccco1 | -11% |
| COc1ccc(C2C(C#N)=C(N)Oc3c2c(C)nn3-c2ccccc2)cc1Cn1nc(C)c([N+](=O)[O-])c1C (stereo not drawn) | 0% |
| Cc1ccccc1NC(=O)CSc1nnc(-c2ccco2)c(-c2ccco2)n1 | 32% |
| COCCOC(=O)c1ccc(NC(=O)c2ccc(C(C)(C)C)cc2)cc1 | 5% |
| COc1ccc(-n2c(N)c(C(=O)NCc3cccnc3)sc2=S)cc1 | -1% |
| CCOC(=O)N1CCC(NC(=O)Cn2cccc2C(=O)c2ccccc2)CC1 | 6% |
| Cc1ccc(C)c(COc2ccc3c4c(c(=O)oc3c2)CCC4)c1 | -5% |
| C(=N\Nc1nc2ccccc2s1)/c1cccs1 | -14% |
| COC(=O)c1c(NC(=O)COC(=O)Cn2cnc3ccccc32)sc(C)c1C | -14% |
| COc1cc2[nH]c(=O)n(CCCC(=O)NCCc3ccccc3)c(=O)c2cc1OC | -6% |
| O=C(Nc1ccc(F)c([N+](=O)[O-])c1)c1ccc2ccccc2c1 | 7% |
| O=C(O)CC(C(=O)NC1CCCCC1)C1CCCO1 (stereo not drawn) | -15% |
| CCOC(=O)n1c(=O)n(Cc2c(Cl)cccc2Cl)c2ccccc21 | -7% |
| CN(C)c1ccc(/C=N/NC(=O)CN(c2ccccc2Cl)S(C)(=O)=O)cc1Br | -3% |
| O=C(N1CCNCC1)N1CCOCC1 | -13% |
| Cc1ccc(C(=O)Cn2nnc(-c3ccccc3-n3cnnn3)n2)cc1 | -9% |
| CCOc1cc(CNc2ccccc2)cc(Br)c1OCC(=O)NC(C)(C)C | -7% |
| COc1ccc2nc3c(cc2c1)c(NC(=O)C1CCCO1)nn3CC(C)C (stereo not drawn) | 17% |
| COc1cccc(/C(O)=C2/C(=O)C(=O)N(c3cc(C)on3)C2c2cccs2)c1 (stereo not drawn) | -9% |
| c1ccc(CNc2nc3ccccc3n2CCN2CCOCC2)nc1 | 7% |
| O=C1CCC(C(=O)Nc2cccc(C(F)(F)F)c2)N1 (stereo not drawn) | 4% |
| COc1ccc(N=C2NC(=O)S/C2=C\c2ccc(N(C)C)cc2)cc1 | 7% |
| CC1CCN(c2ncccc2C(=O)O)CC1 | -12% |
| COc1ccccc1NC(=O)N1CCCC1C(=O)Nc1ccc(NC(C)=O)cc1 (stereo not drawn) | -5% |
| Cc1noc(C)c1S(=O)(=O)N(CC(=O)NCc1ccc2c(c1)OCO2)c1ccc(C(C)C)cc1 | 2% |
| CCOC(=O)/C(=C/Nc1ccccc1)C(=O)Nc1ccccc1 | -5% |
| O=C(CN1CCOCC1)Nc1ccccc1NC(=O)C1CCN(c2ncccn2)CC1 | -12% |
| CCCC1CCc2c(sc(N)c2C(N)=O)C1 (stereo not drawn) | -14% |
| O=S(=O)(c1cc(F)cc(F)c1)N1CCN(c2ncccn2)CC1 | -12% |
| O=C(Nc1cccc2cccnc12)c1cccc(N2C(=O)CCC2=O)c1 | -13% |
| c1nc(COc2nsnc2N2CCOCC2)cs1 | 18% |
| c1ccc(-c2cnnc3c2[nH]c2ccccc23)cc1 | -23% |
| CCOC(=O)/C(C#N)=C1/SC(C)C(=O)N1c1ccc(Br)cc1 (stereo not drawn) | -13% |

A portion of the library; rates above refer to the full screens.
